Compound activity from PubChem BioAssay.
TrxR1 substrate = qHTS Assay for Substrates of Mammalian Selenoprotein Thioredoxin Reductase 1 (TrxR1): qHTS | purified TrxR1 substrate turnover, NADPH consumption readout | 390,000 compounds, 0.01% hits | Thioredoxin reductase 1, cytoplasmic (Rattus norvegicus), O89049 | Potency, µM (titrated, usually from 114 µM), without a hit: top-dose activity change, negative = substrate turnover; note: potency is the fitted concentration of half-maximal effect; % is set by controls: 0 for no effect and ±100 for the full control effect; nearly all actives have a fitted effect of over 50% in size
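Rat TrxR1, dispensed at 90 nM, was prereduced with 400 uM NADPH (final) for 5 min at ~22 deg C, then incubated with compound 15 min before 400 uM selenite. A first-read NADPH fluorescence drop versus no-compound background flagged substrates.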
IDH1 R132H inh = qHTS for Inhibitors of mutant isocitrate dehydrogenase 1 (IDH1): qHTS; Isocitrate dehydrogenase [NADP] cytoplasmic (Homo sapiens), O75874; IDH1-R132H enzyme, NADPH consumption, diaphorase/resazurin fluorescence; Potency, µM (top dose mostly 76.6 µM), without a hit: at the top dose activity change, negative = inhibition, most hits filed as inhibitors; 390,000 compounds, 0.093% hits; note: potency is the fitted concentration of half-maximal effect; % is set by controls: 0 for no effect and ±100 for the full control effect; nearly all actives have a fitted effect of over 65% in size
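IDH1-R132H (0.5 ug/mL) preincubated 30 min with compound, then NADPH (0.016 mM) and alpha-KG (2 mM) added; 80 min at RT, pH 7.5. Remaining NADPH coupled via diaphorase/resazurin to fluorescence (540/590 nm); concentration-response curves normalized to no-enzyme control.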
TRHR agonist = qHTS for Small Molecule Agonists and Allosteric Enhancers of Human TRH Receptor: Primary Screen for Agonists; Thyrotropin-releasing hormone receptor (Homo sapiens), P34981; TRHR cells, calcium flux fluo-8, FDSS agonist mode; activation, % at 2 µM; 360,000 compounds, 0.18% hits; in the data active = activation above about 30%; note: 0% is about no effect
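TRHR-expressing cells, plated overnight in medium with 10% serum, were loaded with fluo-8 calcium dye at room temperature. After a 10 s baseline, library compound was pin-added and calcium release was recorded kinetically (ex 480/em 530) as agonist response.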
PI4K2A inh = qHTS for small molecular inhibitors of PI4K2A | Phosphatidylinositol 4-kinase type 2-alpha (Homo sapiens), Q9BTU6 | purified PI4K2A, ADP-Glo luminescence, 1 h; hits give low values | activity change, negative = inhibition, % at 76.9 µM | 420,000 compounds, 0.13% hits | AID 1346378, 2018; in the data active = activity change below about -50%; inconclusive = mostly about -30% to -49%;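 note: -100% = wells without enzyme as full effect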
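PI4K2A activity was measured by ADP-Glo luminescence: enzyme (4 ug/mL stock) and phosphatidylinositol (1.2 mM stock) in Tris pH 7.5/MgCl2/EGTA/Triton X-100 buffer were reacted with ATP (300 microM stock) for one hour at ambient temperature.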
USP1 inh = Inhibitors of USP1/UAF1: Primary Screen; 390,000 compounds, 0.23% hits; AID 743255, 2014; Ubiquitin carboxyl-terminal hydrolase 1 (Homo sapiens), O94782; Potency, µM (highest dose often 57.1 µM), for inactives: top-dose activity change, negative = inhibition, hits mostly inhibitors; recombinant USP1/UAF1, Ub-Rhodamine cleavage fluorescence; note: potency is the fitted concentration of half-maximal effect; % is set by controls: 0 for no effect and ±100 for the full control effect; nearly all actives have a fitted effect of over 60% in size; inactives centre near -12
Target sequence (O94782 whole entry, looked up): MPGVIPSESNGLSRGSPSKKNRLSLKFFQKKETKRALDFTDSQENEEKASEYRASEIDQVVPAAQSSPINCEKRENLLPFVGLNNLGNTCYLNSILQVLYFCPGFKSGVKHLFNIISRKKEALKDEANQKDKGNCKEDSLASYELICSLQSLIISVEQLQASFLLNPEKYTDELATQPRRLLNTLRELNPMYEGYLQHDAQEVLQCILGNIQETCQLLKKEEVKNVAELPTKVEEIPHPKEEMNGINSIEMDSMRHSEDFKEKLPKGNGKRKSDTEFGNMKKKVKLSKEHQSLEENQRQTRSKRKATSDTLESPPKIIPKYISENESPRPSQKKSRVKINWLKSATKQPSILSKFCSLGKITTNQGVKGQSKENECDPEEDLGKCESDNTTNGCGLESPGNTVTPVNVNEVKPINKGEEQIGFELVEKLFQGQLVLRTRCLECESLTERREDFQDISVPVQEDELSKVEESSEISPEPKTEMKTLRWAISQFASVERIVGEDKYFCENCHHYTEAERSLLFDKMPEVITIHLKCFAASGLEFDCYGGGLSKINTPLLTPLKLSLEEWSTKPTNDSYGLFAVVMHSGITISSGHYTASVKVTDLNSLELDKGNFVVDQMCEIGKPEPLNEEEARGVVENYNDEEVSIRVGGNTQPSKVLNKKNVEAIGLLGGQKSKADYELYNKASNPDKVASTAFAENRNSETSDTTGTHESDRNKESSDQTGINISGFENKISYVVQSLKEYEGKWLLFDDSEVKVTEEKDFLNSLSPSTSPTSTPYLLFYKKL
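1 nM enzyme complex + cpd, 15 min RT; start with Ub-Rho 150nM final; kinetic fluorescence ex 480/em 540, 6 reads q60 s. Buffer 50mM HEPES pH 7.8, 0.5mM EDTA, 0.1 mg/ml BSA, 1mM TCEP, 0.01% Tween-20.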
rTrxR1 inhibitor = qHTS Assay for Inhibitors of Mammalian Selenoprotein Thioredoxin Reductase 1 (TrxR1): qHTS. recombinant rTrxR1, NADPH fluorescence consumption, selenite substrate. Potency, µM (highest dose often 114 µM), for the others: at the highest dose activity change, negative = inhibition, hits mostly inhibitors. 390,000 compounds, 1% hits. AID 588453, 2011; note: potency is the fitted concentration of half-maximal effect; % is set by controls: 0 for no effect and ±100 for the full control effect; nearly all actives have a fitted effect of over 65% in size
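Rat TrxR1 (90 nM in the dispensed reagent) was pre-reduced with 400 uM NADPH for 5 min at room temperature, then incubated with compound for 15 min. After 400 uM selenite was added, NADPH fluorescence (Ex 340/Em 450 nm) was followed for 8 min.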
D2 agonist = HTS Assay for Allosteric Agonists of the Human D2 Dopamine Receptor: Primary Screen for Agonists | HEK293 T-REx D2 cells, calcium flux agonist mode | D(2) dopamine receptor (Homo sapiens), P14416 | 340,000 compounds, 0.53% hits | AID 485358, 2010 | activation, % at 2 µM;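 active = activation over 3 SD above normal in the single-dose calcium agonist read, cut at about 30% in these data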; note: 0% is about no effect
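Calcium-flux readout, 1 cycle/sec over 180 s following compound pin transfer, in inducible HEK293 Trex D2 cells (force-coupled); dopamine controls included. Positive calcium responses during this window marked compounds as potential agonists.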
TRHR enhancer = qHTS for Small Molecule Agonists and Allosteric Enhancers of Human TRH Receptor: Primary Screen for Enhancers | Thyrotropin-releasing hormone receptor (Homo sapiens), P34981 | TRHR cells, fluo-8 calcium fluorescence, EC20 TRH enhancement | enhancement, % at 2 µM | 360,000 compounds, 0.66% hits; in the data active = enhancement above about 30%; note: 0% is about no effect
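Enhancer read-out: after compound pinning and an initial kinetic agonist-mode read, an EC20 of TRH (10 nM final) was injected and fluo-8 calcium signal (Ex 480/Em 530) followed at 1 s/cycle for 100 cycles in TRHR-expressing cells.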
D2 antagonist = HTS Assay for Allosteric Antagonists of the Human D2 Dopamine Receptor: Primary Screen for Antagonists | D(2) dopamine receptor (Homo sapiens), P14416 | HEK293 TREx D2 cells, calcium flux, dopamine EC80 | inhibition, % at 10 µM | 340,000 compounds, 2% hits | AID 485344, 2010; in the data active = inhibition above about 30%; note: 0% is about no effect
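Calcium flux kinetic readout in an inducible HEK293 TREx D2 line plated overnight at 30 C. After 180 s compound exposure, an EC80 dopamine challenge follows with another 180 s kinetic read to detect antagonism.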
Active calls of the source: *; ? = inconclusive; nt = no result given; [ ] = dose if it differs, or a comment. Unless noted, calls come from the whole dose curve; as a rule, active = well fitted inhibition curve with a large enough effect; inconclusive = small, poorly fitted or top-dose-only effect; inactive = no such curve, though single readings can be large or run the other way.

SMILES	TrxR1 substrate	IDH1 R132H inh	TRHR agonist	PI4K2A inh	USP1 inh	rTrxR1 inhibitor	D2 agonist	TRHR enhancer	D2 antagonist
O=C(NCCN1CCCCC1)Nc1ccc(Cl)cc1	2%	-4%	0.9	0	-15%	24%	nt	-3	nt
CCOC(=O)c1cc(-c2ccc(OC)cc2)n(CCC(=O)Nc2ccccc2OC)c1C	-12%[57.1 µM]	27%	0.1	-4	-20%	5%[57.1 µM]	0.1	6	nt
CCOc1cccc(C(=O)N/N=C/c2coc3ccccc3c2=O)c1	7%	-8%	0.0	-3	-17%	-19%	0.3	9	-8
CN(C)Cc1ccccc1C1(O)c2ccccc2CSc2ccccc21 (stereo unspecified)	-5%[57.1 µM]	4%	-0.2	-3	-24%	15%	-0.5	-7	15
Cc1ccc(C)c(N2CCN(C(=O)c3cc4ccccn4n3)CC2)c1	5%	-1%	-0.7	-3	?	?	-0.5	-1	-3
CCc1cccc(C)c1NC(=O)c1cnn(-c2ccc(F)cc2)c1-n1cccc1	-1%	-5%	-1.5	-4	-23%	-4%	-1.3	2	nt
CCOC(=O)C(NC(=O)CC)(Nc1sc(C)c(CC)c1C#N)C(F)(F)F (stereo unspecified)	-8%	1%	0.1	-5	5%	-19%	-1.3	1	19
CC(=O)OC1COC(N2CCc3ccccc32)C(OC(C)=O)C1OC(C)=O (stereo unspecified)	3%[57.1 µM]	4%	-0.3	1	1%	5%[57.1 µM]	0.0	36*	9
O=C(NNC1CC(=O)N(c2ccc(Cl)cc2)C1=O)c1ccccc1Cl (stereo unspecified)	2%[57.1 µM]	-3%	0.0	-3	5%	-1%[57.1 µM]	-0.4	6	-13
C=CC(=O)N(CCC)C(c1ccccc1)c1ccccc1OC (stereo unspecified)	2%[57.1 µM]	8%	-0.3	4	-11%	20%[57.1 µM]	-1.4	-1	-2
CCn1cc(CCC(=O)O)c(C)n1	5%[57.1 µM]	8%	-0.9	-16	?	14%[57.1 µM]	-0.5	10	2
Clc1cccc(NCc2cn3cccnc3n2)c1	-17%[11.4 µM]	14%	-0.1	3	?	18%[57.1 µM]	0.8	-2	19

An excerpt from above, showing only TRHR agonist, TrxR1 substrate and rTrxR1 inhibitor.
structure	TRHR agonist	TrxR1 substrate	rTrxR1 inhibitor
CCOc1cccc(C(=O)N/N=C/c2coc3ccccc3c2=O)c1	0.0	7%	-19%
CN(C)Cc1ccccc1C1(O)c2ccccc2CSc2ccccc21 (stereo unspecified)	-0.2	-5%[57.1 µM]	15%

Carrying on:
SMILES	TrxR1 substrate	IDH1 R132H inh	TRHR agonist	PI4K2A inh	USP1 inh	rTrxR1 inhibitor	D2 agonist	TRHR enhancer	D2 antagonist
COc1ccc(CNC(=O)c2cc(C3CC3)nc3c2cnn3C(C)C)cc1OC	-2%	-10%	-0.9	4	0%	16%	-0.2	-14	1
O=C1NN(c2ccc(F)cc2)C(=O)/C1=C/c1cccs1	-1%[57.1 µM]	2%	0.7	-6	-12%	-30%[57.1 µM]	1.6	-5	-9
CC(=O)Oc1ccc2nc(/C=C/c3ccccc3)oc(=O)c2c1	14%	0%	0.3	-22	-28%	13%	0.4	3	23
CCn1c(SCC(=O)Nc2cc(C)on2)nnc1-c1c[nH]c2ccccc12	-7%[57.1 µM]	9%	0.2	0	-23%	10%[57.1 µM]	0.7	3	10
COC(=O)C1=CO[C@@H](O)C2C(CO)=CCC12 (stereo partly specified)	3%	-22%	0.0	2	-21%	6%	-0.3	8	20
Cn1c(/C=N/NC(=O)c2ccccc2)nc2ccccc21	41%[activator]	-4%	nt	2	-15%	15%	nt	nt	nt
O=C1OCCN1c1ccccc1	11%[57.1 µM]	5%	nt	-4	-11%	11%[57.1 µM]	nt	nt	nt
CCOCCCn1c(SCC(=O)NCc2ccccc2)nc2c(sc3ccccc32)c1=O	6%[57.1 µM]	9%	-0.2	-4	-24%	22%[57.1 µM]	-2.4	-1	nt
O=C(CCC(=O)OCC(F)(F)C(F)F)Nc1ccccc1F	9%[57.1 µM]	0%	-2.2	-1	-14%	23%[57.1 µM]	0.2	0	-7
CC(=O)NCCc1nc2ccccc2n1CCc1ccccc1	-13%	-1%	-1.2	-7	1%	-22%	1.6	2	-12
O=c1c([N+](=O)[O-])cc(C(F)(F)F)cn1Cc1cccc(Cl)c1	-2%[57.1 µM]	5%	0.6	2	-4%	?	0.0	-1	19
NC(=S)NNC(=O)c1cc(C(F)(F)F)cc(C(F)(F)F)c1	-5%[57.1 µM]	12%	0.2	-1	-2%	?	0.0	-1	-2
O=C1CC(c2ccc(F)cc2F)c2cc3c(cc2N1)OCO3 (stereo unspecified)	-7%	10%	-1.2	-14	-4%	1%	-0.6	8	nt
CCOC(=O)c1ccc2ncc(C(=O)OCC)c(NCCN(C)C)c2c1	3%	-5%	nt	2	-15%	4%	nt	nt	nt
O=C(CCCCCN1C(=O)c2ccccc2C1=O)Nc1nccs1	-6%	7%	0.1	-2	-16%	-4%	-0.4	2	4
CS(=O)(=O)Cc1ccc(C(=O)NC2CCN(Cc3ccccc3)C2)cc1 (stereo unspecified)	4%	5%	0.3	-7	-3%	9%	0.1	-7	27
CC(C)CCNC(=O)CSc1nc2ccsc2c(=O)n1NC(=O)c1ccccc1	5%[57.1 µM]	-1%	0.5	2	-7%	-2%[57.1 µM]	1.0	-8	5
CCOc1ccccc1NC(=O)C1CCCN(S(=O)(=O)c2ccc3c(c2)C(C)(C)C(=O)N3C)C1 (stereo unspecified)	-2%	4%	-1.6	-5	-18%	6%	-0.7	1	9
Cc1cc(C)c(C#N)c(N)n1	10%	-3%	0.4	3	4%	-3%	0.1	1	8
Cc1ccc(N(CC(=O)NCc2cccs2)S(=O)(=O)c2cccs2)cc1	-1%	8%	-0.4	4	-16%	8%	-0.5	2	-3
CN(/N=C/C=C/c1ccccc1)c1cc(=O)n(C)c(=O)[nH]1	12%	2%	-0.2	1	-8%	-6%	-0.1	-5	0
Cc1cccc(NC(=S)N/N=C/c2ccc3c(c2)OCO3)c1	-6%	5%	0.8	2	-16%	-24%	4.4	9	11
O=C(Nc1ccc(Cl)cc1)N1CCOCC1	-4%[57.1 µM]	4%	-0.5	-3	-2%	3%[57.1 µM]	0.1	2	-9
CC(=O)c1sc(NC(=O)C2(F)C(F)(F)C(F)(F)C(F)(F)C(F)(F)C2(F)F)nc1C	?	-7%	-1.2	1	-10%	35µM*	-1.5	2	-8

Records above marked active in rTrxR1 inhibitor:
compound	TrxR1 substrate	TRHR agonist	PI4K2A inh	USP1 inh	rTrxR1 inhibitor	TRHR enhancer	D2 antagonist
CC(=O)c1sc(NC(=O)C2(F)C(F)(F)C(F)(F)C(F)(F)C(F)(F)C2(F)F)nc1C	?	-1.2	1	-10%	35µM*	2	-8

Remaining list, next part.
SMILES	TrxR1 substrate	IDH1 R132H inh	TRHR agonist	PI4K2A inh	USP1 inh	rTrxR1 inhibitor	D2 agonist	TRHR enhancer	D2 antagonist
CCN1CCC(C(N)=O)CC1	4%[57.1 µM]	5%	-0.4	-10	-6%	8%[57.1 µM]	0.8	22	-4
C=CCC(=O)N1CCCC(CCC(=O)NCc2ccccc2F)C1 (stereo unspecified)	5%[57.1 µM]	3%	-0.2	1	-5%	12%[57.1 µM]	0.4	3	-6
COc1ccc(-n2nc3c(N4CCCC(C(=O)NCc5cccc(F)c5)C4)nnc(C)c3c2C)cc1 (stereo unspecified)	9%	-12%	2.4	2	?	0%	nt	1	nt
COc1cccc(C(=O)NCC(=O)OCC(=O)C(C)(C)C)c1	0%	1%	-0.3	0	0%	9%	0.5	8	3
O=c1c2ccccc2nc(N/N=C/c2ccc(O)cc2)n1O	-6%	0%	-0.1	-6	-15%	3%	nt	-3	nt
CCCOc1ccc(-c2cc3onc(-c4ccccc4)c3c(=O)n2C)cc1	6%	-8%	nt	1	-7%	16%	nt	nt	nt
CCc1cccc(OCC(=O)N(C)CC(=O)Nc2cccc(F)c2)c1	16%	1%	-0.1	-1	-23%	13%	0.0	0	-31
COc1cc2cc(CN(Cc3nnnn3Cc3ccccc3)CC3CCCO3)c(=O)[nH]c2cc1OC (stereo unspecified)	23%[57.1 µM]	9%	-0.7	0	-16%	-4%[57.1 µM]	-0.2	4	20
COC(=O)Cc1cc(=O)n(-c2nc3ccccc3[nH]2)[nH]1	9%	0%	1.0	-12	-9%	24%	0.2	0	1
CC1C(=O)Nc2ccccc2N1C(=O)c1ccc(F)cc1 (stereo unspecified)	4%	8%	0.2	-7	-9%	8%	nt	-8	nt
Cc1c(C(=O)NCC2CCCO2)oc2ccccc12 (stereo unspecified)	6%	-8%	-0.3	4	-14%	18%	1.0	2	16
CCN(CC)c1ccc(NC(=O)c2cnc3c(-c4ccccc4)c(C)nn3c2C)c(C)c1	0%[57.1 µM]	14%	-0.3	0	-1%	11%[57.1 µM]	nt	4	nt
CC(NC(=O)c1ccccc1NC(=O)CN1CCc2ccccc2C1)c1ccccc1 (stereo unspecified)	-3%	14%	-2.0	5	-24%	2%	-0.6	0	3

The order is random; overall some 3.9% were active at least once.
